Y pestis TopoI: Yersinia pestis topoisomerase I inhibitors, primary screen, biochemical, cleavage product accumulation, plate reader, single point; activity, % at 10 µM; 0.064% of 360,000 active; Y. pestis Topo-I cleavage product accumulation; DNA topoisomerase I (Yersinia pestis CO92); in the data active means activity above about 50%, passing the limit was not always enough; inconclusive means no clear call, values can overlap the other calls; further: inactives centre near 2
PriA SSB inh: inhibitors of Klebsiella pneumoniae PriA binding to SSB C-terminal tail, primary screen, biochemical, AlphaScreen; AlphaScreen SSBct-PriA binding, biotinylated peptide; inhibition, % at 33 µM; 0.6% of 430,000 active; in the data active means inhibition mostly above about 37%, no sharp cut-off; inactive means mostly below about 20%;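 further: plate controls were negative control peptide for no effect and reference peptide for full effect; strong numbers were not always called active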
TcdB inh: TcdB glycohydrolase inhibitors, primary screen, biochemical, single point, plate reader; TcdB glycohydrolase enzymatic assay; Toxin B (Clostridioides difficile), P18177; inhibition, % at 9.99 µM; 0.24% of 350,000 active; in the data active means inhibition above about 10%
PfHsp40 rescue: rescue of yeast from PfHsp40 toxicity, primary screen, S. cerevisiae, ATP luminescence; S. cerevisiae expressing PfHsp40, growth rescue; 0.68% of 340,000 active; growth rescue, % at 12.5 µM; in the data active means growth rescue above about 28%, passing the limit was not always enough; inconclusive means no clear call, values can overlap the other calls;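 further: yeast W303a lacking pdr1 and pdr3 grown in galactose medium; growth measured after three days at 30 °C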
VHR inh abs: VHR1 phosphatase inhibitors, primary screen, biochemical, absorbance, uHTS; Dual specificity protein phosphatase 3 (Homo sapiens), P51452; recombinant VHR phosphatase, pNPP absorbance; inhibition, % at 13.3 µM; 0.52% of 290,000 active; in the data active means inhibition above about 50%; further: some compounds called inactive have numbers as strong as hits
Target sequence (P51452 whole entry, looked up): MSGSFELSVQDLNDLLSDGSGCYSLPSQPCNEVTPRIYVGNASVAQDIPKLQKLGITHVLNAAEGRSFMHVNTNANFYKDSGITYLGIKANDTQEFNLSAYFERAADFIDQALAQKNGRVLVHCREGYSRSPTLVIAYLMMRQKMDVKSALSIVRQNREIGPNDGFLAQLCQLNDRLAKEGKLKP
CCHF vOTU inh: CCHFV vOTU protease inhibitors, primary screen, biochemical, Pep-AMC substrate, fluorescence. inhibition, % at 11.5 µM. 0.55% of 370,000 active. Crimean-Congo hemorrhagic fever virus L polyprotein viral ovarian tumor (vOTU) protease …; in the data active means inhibition above about 30%; further: 0% = vehicle wells with enzyme and 100% = no enzyme wells
Anthrax LF inh2: Bacillus anthracis LF protease inhibitors, primary screen, biochemical, multiplex microsphere, MLPCN library. inhibition, % at 10 µM. Lethal factor (Bacillus anthracis), P15917. multiplex microsphere protease cleavage assay. 0.12% of 360,000 active; further: plate controls were buffer without enzyme for full effect and enzyme alone for no effect
Target sequence (P15917 whole entry, looked up): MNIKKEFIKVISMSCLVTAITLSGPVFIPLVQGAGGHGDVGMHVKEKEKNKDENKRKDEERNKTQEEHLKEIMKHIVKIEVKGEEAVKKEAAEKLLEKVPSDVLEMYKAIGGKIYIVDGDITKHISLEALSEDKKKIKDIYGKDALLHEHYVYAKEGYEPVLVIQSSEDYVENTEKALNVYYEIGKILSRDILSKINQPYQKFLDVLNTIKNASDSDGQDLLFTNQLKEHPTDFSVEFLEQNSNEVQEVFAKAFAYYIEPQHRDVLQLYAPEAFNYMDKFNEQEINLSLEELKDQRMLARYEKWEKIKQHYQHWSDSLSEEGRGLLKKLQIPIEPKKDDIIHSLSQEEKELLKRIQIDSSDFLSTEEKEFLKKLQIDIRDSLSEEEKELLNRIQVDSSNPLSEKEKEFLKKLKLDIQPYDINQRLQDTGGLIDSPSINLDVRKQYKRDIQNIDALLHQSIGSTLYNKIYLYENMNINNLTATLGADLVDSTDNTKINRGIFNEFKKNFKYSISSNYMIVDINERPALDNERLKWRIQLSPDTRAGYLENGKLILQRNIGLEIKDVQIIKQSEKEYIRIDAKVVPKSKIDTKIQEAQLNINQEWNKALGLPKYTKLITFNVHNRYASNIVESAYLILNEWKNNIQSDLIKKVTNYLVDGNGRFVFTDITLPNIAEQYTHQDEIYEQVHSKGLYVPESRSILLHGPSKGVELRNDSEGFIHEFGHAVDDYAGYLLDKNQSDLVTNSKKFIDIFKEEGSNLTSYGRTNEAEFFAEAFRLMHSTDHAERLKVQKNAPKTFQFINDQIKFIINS
Vc quorum ag: inducers of Vibrio cholerae quorum light production without autoinducers, primary screen, BH1578 luxS cqsA deficient, single point; activation, % at 18.7 µM; V. cholerae BH1578 lux reporter, luminescence, 6 h; 0.16% of 350,000 active; in the data active means activation mostly above about 9.7%, no sharp cut-off; inconclusive means no clear call, values can overlap the other calls; inactive means mostly below about 3.7%; further: not every result past the cut was called active; inactives centre near 0; reference of the scale not given here
BoNT A protease: BoNT/A light chain protease inhibitors, primary screen, biochemical, flow cytometry, MLPCN library. Botulinum neurotoxin type A light chain protease (Clostridium botulinum A str. ATCC 3502). multiplex microsphere protease substrate cleavage. inhibition, % at 10 µM. 0.17% of 360,000 active. AID 588499, 2011; further: plate controls were buffer without enzyme for full effect and enzyme alone for no effect
SARS 3CLpro inh: SARS-CoV 3CLpro protease inhibitors, primary screen, biochemical, quenched FRET; Replicase polyprotein 1ab (Severe acute respiratory syndrome coronavirus), P0C6X7; recombinant SARS-CoV 3CLpro, quenched FRET peptide cleavage; inhibition, % at 6 µM; 0.14% of 290,000 active; AID 1706, 2009; in the data active means inhibition above about 12%
* marks the source's active call; other numbers are inactive results; i = inactive; u = inconclusive; x = not tested or not shown; & = joins results of further samples. Unless noted, no stated cut-off is given here; in the data, active means inhibition above about 30%; inconclusive means no clear call, values can overlap the other calls; inactive means below that.

Each structure is followed by: Y pestis TopoI	PriA SSB inh	TcdB inh	PfHsp40 rescue	VHR inh abs	CCHF vOTU inh	Anthrax LF inh2	Vc quorum ag	BoNT A protease	SARS 3CLpro inh
> O=C(CSc1nnc(COc2ccccc2)o1)Nc1ccc(F)cc1
→ 7	0	0.8	-0.8	49	13	-14	0.3	0.0	-3
> Cc1ccccc1CNC(=O)c1csc([C@@H]2O[C@H](CO)[C@@H](O)[C@H]2O)n1
→ -3	x	-0.2	x	x	3	4	-0.4	0.3	x
> O=S(=O)(CCc1nnc(-c2ccccc2)o1)c1ccc2ccccc2c1
→ 2	-25	x	-1.4	7	-5	-2	-1.0	-0.3	-2
> CCCCn1c(N)c(N(CCOC)C(=O)COC(=O)CCOc2ccc(C)cc2)c(=O)[nH]c1=O
→ 1	-3	1.6	-0.1	x	-7	-10	-3.1	-0.1	x
> Cc1c(N=C2N=C(NC(=O)Nc3ccc(Cl)cc3)c3ccccc32)c(=O)n(-c2ccccc2)n1C
→ 4	12	1.0	0.3	3	-5	-7	-0.2	0.2	-1
> O=C(COc1ccc(Cl)cc1)Nc1nc(-c2ccc(S(=O)(=O)N3CCOCC3)cc2)cs1
→ -6	-10	x	-1.3	-23	0	-2	i	u	2
> O=C(CN1C(=O)c2cccc3cccc(c23)C1=O)N1CCOCC1
→ 4	1	-24	0.3	12	-2	-5	-0.4	2.1	2
> CCOC(=O)c1c(-c2ccccc2)csc1NC(=O)c1ccc(N2C(=O)CCC2=O)cc1
→ 2	0	0.3	0.0	-29	7	1	-0.2	1.4	-3
> O=C(CNC(=O)c1ccco1)OCC(=O)c1ccc([N+](=O)[O-])cc1
→ 3	-17	0.1	1.9	-9	-12	0	i	1.2	2
> Nc1ccccc1C(=O)NCc1ccccc1
→ -1	-24	x	-0.5	21	-7	-2	-5.6	0.0	3
> O=C1C[C@@H]2c3c(cccc3CN1Cc1ccccc1F)C[C@@H](O)[C@H]2O
→ 6	-18	-0.2	0.4	x	6	-5	-2.7	0.6	x
> COc1ccccc1NS(=O)(=O)c1ccc(C(=O)NCc2ccc(S(N)(=O)=O)cc2)cc1
→ -13	-3	0.4	-0.2	x	2	-4	-0.8	0.6	x
> CCOC(CNC(=O)c1cccc([N+](=O)[O-])c1)OCC
→ -8	-17	-0.8	-0.8	19	-3	5	i	-2.4	8
> Cc1ccc(-n2c(O)c(C=Nc3ccc4c(c3)OCO4)c3ccccc3c2=O)cc1C
→ -9	-6	x	0.8	13	-19	-5	0.5	0.7	-2
> O=c1c2ccccc2c(-c2ccc(Cl)cc2)nn1-c1ccccc1
→ 1	-13	x	-0.5	7	2	2	-0.7	0.3	5
> Cc1ccc(C)n1-c1ccc(C(=O)NN)s1
→ -10	1	3.1	-0.1	5	-1	-3	-3.3	-0.7	1
> O=[N+]([O-])c1ccccc1/C=N/OCc1ccccc1
→ 15	x	-0.5	-0.9	22	0	10	-0.3	-4.7	-3
> COc1ccc(NC(=O)c2cccnc2C(=O)O)c(OC)c1
→ 6	1	x	-0.2	12	8	4	-0.2	8.0	-2
> CC(=O)Nc1ccc(S(=O)(=O)NNC(=O)COc2ccc(Cl)cc2Cl)cc1
→ -2	-10	0.0	0.4	0	-17	6	-0.4	0.1	-3
> CN1CCN(C(=O)C2=C[C@H](C3CCCCC3)C[C@H](OCc3ccc(CO)cc3)O2)CC1
→ 28	-1	1.8&1.0	-1.3	21	3	-9	-0.6	0.6	-2
> O=C(NCCn1cccn1)c1ccc(OC2CCN(C(=O)C3CC3)CC2)cc1
→ 7	-5	1.1	-2.0	21	-13	0	x	0.4	-1
> CC(CNC(=O)CCn1ccc2cc(S(=O)(=O)N3CCCC3)ccc21)c1ccccc1 (configuration not stated)
→ 2	-6	-3.0	0.3	7	7	-2	-0.1	0.0	1
> CCOC(=O)c1ccc(NC(=S)NCCc2ccccc2)cc1
→ 14	-6	x	6.5	6	11	0	3.4	0.1	4
> CCOC(=O)c1ccc(NS(=O)(=O)c2cc3c(cc2C)NC(=O)CO3)cc1
→ -2	-9	1.8	-0.3	2	15	0	-0.3	-2.4	2
> COCCN(CCOC)C(=S)Nc1ccccc1Cl
→ -1	-21	0.1	2.8	-1	-4	-2	0.9	-1.1	1
> CNc1nnc(SCC(=O)c2c(N)n(C3CC3)c(=O)[nH]c2=O)s1
→ -1	-19	0.7	9.5	x	-18	0	-0.3	1.6	x
> CCCCN1C(=O)C(=O)N(CC(=O)Nc2cc(OCC)c(N3CCOCC3)cc2OCC)C1=O
→ 1	-11	-0.6	0.3	24	-8	-4	-0.3	-0.7	4
> COc1ccc(C(CC(=O)N2CCCC(C)C2)c2c(O)cc(OC)cc2OC)cc1 (configuration not stated)
→ 20	2	2.2	-0.4	0	12	1	-0.4	0.7	x
> CS(=O)(=O)N(CCc1ccccc1)CC(=O)N1CCCC1
→ -7	6	0.1	-1.2	10	-12	1	0.8	0.0	-2
> CN(C(=O)COC(=O)c1ccccc1Cc1ccccc1)c1c(N)n(Cc2ccccc2)c(=O)[nH]c1=O
→ -3	3	1.1	0.9	x	-5	-1	i	4.6	x

Pulled by structure from the entries so far:
Each structure is followed by: Y pestis TopoI	PriA SSB inh	TcdB inh	PfHsp40 rescue	VHR inh abs	CCHF vOTU inh	Anthrax LF inh2	Vc quorum ag	BoNT A protease	SARS 3CLpro inh
> CC(=O)Nc1ccc(S(=O)(=O)NNC(=O)COc2ccc(Cl)cc2Cl)cc1
→ -2	-10	0.0	0.4	0	-17	6	-0.4	0.1	-3
> CC(CNC(=O)CCn1ccc2cc(S(=O)(=O)N3CCCC3)ccc21)c1ccccc1 (configuration not stated)
→ 2	-6	-3.0	0.3	7	7	-2	-0.1	0.0	1
> COc1ccc(NC(=O)c2cccnc2C(=O)O)c(OC)c1
→ 6	1	x	-0.2	12	8	4	-0.2	8.0	-2

More entries:
Each structure is followed by: Y pestis TopoI	PriA SSB inh	TcdB inh	PfHsp40 rescue	VHR inh abs	CCHF vOTU inh	Anthrax LF inh2	Vc quorum ag	BoNT A protease	SARS 3CLpro inh
> COc1ccc(-n2nnnc2/C=C\Nc2ccc(C)cc2)cc1
→ -2	-17	1.0	0.9	-4	-8	-3	i	-0.9	-1
> Nc1cccc(C(=O)OCC(=O)c2ccccc2)c1
→ 0	-10	x	-1.2	5	2	-2	3.3	-0.8	7
> Clc1cccc(Nc2ncnc3c2cnn3-c2ccccc2)c1
→ -21	-18	2.0	-0.1	37	8	-2	-0.3	0.2	x
> COc1ccc(S(=O)(=O)NCC2CCCN(C(=O)c3occc3C)C2)cc1 (configuration not stated)
→ 0	10	-1.2	-1.2	-1	-7	-6	i	-0.4	3
> Cc1ccc(Br)cc1S(=O)(=O)Nc1cccnc1
→ -5	-12	1.7	-0.7	23	1	-3	-0.3	-2.4	1
> CC(=O)Nc1cc(-c2ccccc2N(C)C)cn2c(-c3ccccc3)cnc12
→ 33	x	0.4	x	x	4	1	-3.7	-0.3	x
> O=C1N[C@H](Cc2c[nH]c3ccccc23)COC(=O)[C@H](Cc2ccc(F)cc2)C/C=C\C[C@H]1CC(=O)N(CCO)Cc1ccccc1
→ 18	25	0.2	-1.0	x	9	-4	i	0.0	x
> COc1cc(/C=C/C(=O)OCc2cn3cc(Cl)ccc3n2)ccc1O
→ 2	-11	3.4	0.1	-1	-3	2	-2.4	0.6	-2
> COc1ccccc1CC(=O)c1ccc(OCc2ccccc2)cc1
→ u	-4	-0.1	4.1	x	13	1	-5.9	-0.9	x
> O=C(NCCc1ccc(Cl)cc1)c1ccc(S(=O)(=O)N2CCCC2)cc1
→ 14	-10	1.7	0.7	x	0	-3	-7.9	-0.8	x
> COc1ccc(NC(=O)COC(=O)C2C3CC4OC(=O)C2C4C3)cc1 (configuration not stated)
→ 0	5	-0.5	-0.1	7	2	0	i	0.5	0
> CCOc1ccc(NC(=O)CN2C(=O)C(C)SC(C)C2=O)cc1 (configuration not stated)
→ 6	-2	-0.7	-0.3	6	-8	-7	0.0	-0.1	-4
> Cc1ccccc1CN1CCC(n2nccc2NC(=O)c2ccc3c(c2)OCO3)CC1
→ 11	-4	1.0	-0.4	-7	-4	-2	-0.4	-0.4	0
> Cc1cc2c(cc1S(=O)(=O)CCC(=O)N1CC(C)CC(C)C1)OCC(=O)N2 (configuration not stated)
→ 3	-4	-1.5	0.9	21	-1	-10	i	0.0	-5
> COc1cc(F)cc(-c2ccc3c(c2)c(-c2cccs2)c(-c2cc(OC)cc(OC)c2)n3C)c1
→ -7	13	1.3	-1.6	x	4	-8	-0.3	0.8	x
> CN(C)S(=O)(=O)Oc1ccc(C(=O)Nc2cccc(C(F)(F)F)c2)cc1
→ -9	-13	2.2	20	17	-1	-3	-0.3	0.8	4
> CN1CCN(CCCCOc2ccccc2-c2ccccc2)CC1
→ -5	4	1.0	-1.6	27	4	-1	i	0.1	-2
> CC(C)(C)NC(=O)C(c1cccs1)N(Cc1ccco1)C(=O)c1csnn1 (configuration not stated)
→ -1	6	-2.7	0.2	-15	8	-3	-1.6	-1.6	2
> Cn1/c(=N/N=C/c2ccccn2)sc2ccccc21
→ 11	x	2.6	3.4	14	16	-2	-0.2	0.2	3
> O=C(COc1ccccc1C(=O)Nc1ccccc1)c1ccc(Br)cc1
→ -2	-5	-1.4	0.0	9	-12	4	i	0.2	2
> O=C(Nc1cc(=O)[nH]c2nc(-c3ccccc3)nn12)c1ccccc1Cl
→ 11	-7	1.2	0.0	4	-4	-5	i	1.4	0
> C(/C=C/c1ccccc1)=N/N1CCN(c2ccccc2)CC1
→ 6	x	x	-0.2	-4	3	-4	-0.1	u	-1
> CC(Oc1ccccc1)C(=O)N1CCN(S(=O)(=O)c2ccc(OC(F)(F)F)cc2)CC1 (configuration not stated)
→ 17	x	1.8	x	x	3	1	-0.2	0.2	x
> CC(=O)Nc1cc(-c2ccccc2)cn2c(-c3ccc(F)c(Cl)c3)cnc12
→ -10	x	0.5	x	x	0	1	i	0.4	x
> O=C(NC1CCCCC1)c1cc([N+](=O)[O-])ccc1N1CCOCC1
→ -2	-12	x	-0.9	15	0	0	i	-1.1	1
> c1ccn2c(CNc3ncnc4sccc34)nnc2c1
→ 5	-20	x	0.5	22	11	-4	-0.3	0.8	-1
> N#Cc1ccc(N2C(=O)[C@@H]3C(C(=O)c4cnccn4)=NN[C@@H]3C2=O)cc1
→ 9	-2	-1.6	x	20	-9	-21	i	0.2	5
> N=C1C(c2nc3ccccc3s2)=C(O)CN1Cc1ccco1
→ -3	0	x	-1.1	1	0	-6	i	2.2	0
> CCOC(=O)N1CCC(NC(=O)C2CCN(c3nc(-c4ccc(OC)cc4)no3)CC2)CC1
→ -8	-2	x	0.9	27	-12	12	-0.3	0.9	1
> CC(Sc1nnc(C2CC2)n1C1CC1)C(=O)Nc1ccccc1C#N (configuration not stated)
→ 6	-6	-0.2	-0.6	x	-13	-4	0.9	-0.5	x
> Cc1ccc(/C=N/NC(=O)C(C)Oc2ccccc2[N+](=O)[O-])s1 (configuration not stated)
→ -3	x	x	-0.1	5	-9	-7	i	-2.5	1
> CCCCCCCCC(=O)N/N=C/c1ccccn1
→ 12	x	-0.8	2.1	3	19	-1	3.6	0.0	6
> COc1ccc(-c2noc(CN(C)Cc3ccccc3)n2)cc1
→ 18	-37	-0.6	-0.3	-14	-3	-8	i	2.9	3

A portion of the library; rates above refer to the full screens.
